Screens from PubChem BioAssay.
Y pestis TopoI: Y. pestis Topo-I inhibition via cleavage products. Y. pestis Topo-I cleavage product accumulation, plate reader. activity, % at 10 µM. 360,000 tested, 0.064% active; in the data active = activity above about 50%, passing the limit was not always enough; inconclusive = no clear call, values can overlap the other calls; also: inactives centre near 2
3CLpro inhibitor: SARS-CoV 3CLpro protease inhibition; inhibition, % at 6 µM; recombinant SARS-CoV 3CLpro, quenched FRET peptide cleavage; AID 1706; 290,000 tested, 0.14% active; in the data active = inhibition above about 12%
BoNT-A LC inh2: blocks Botulinum neurotoxin A light chain protease; multiplex microsphere protease substrate cleavage, flow cytometry; inhibition, % at 10 µM; 360,000 tested, 0.17% active; also: plate controls were buffer without enzyme for full effect and enzyme alone for no effect
PfHsp40 yeast: rescue of PfHsp40-mediated yeast toxicity; 340,000 tested, 0.68% active; S. cerevisiae expressing PfHsp40, growth rescue, ATP luminescence; growth rescue, % at 12.5 µM; in the data active = growth rescue above about 28%, passing the limit was not always enough; inconclusive = no clear call, values can overlap the other calls;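 also: yeast W303a lacking pdr1 and pdr3 grown in galactose medium; growth measured after three days at 30 °C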
Anthrax LF inh2: inhibitors of Bacillus anthracis lethal factor protease. multiplex microsphere protease cleavage assay, LF. inhibition, % at 10 µM. 360,000 tested, 0.12% active; also: plate controls were buffer without enzyme for full effect and enzyme alone for no effect
Vc quorum ag: inducers of Vibrio cholerae quorum light production without autoinducers. V. cholerae BH1578 lux reporter, luminescence, 6 h. activation, % at 18.7 µM. 350,000 tested, 0.16% active. AID 588436; in the data active = activation mostly above about 9.7%, no sharp cut-off; inconclusive = no clear call, values can overlap the other calls; inactive = mostly below about 3.7%; also: not every result past the cut was called active; inactives centre near 0; reference of the scale not given here
DUSP3 inh: inhibitors of human VHR1 phosphatase (DUSP3) | recombinant VHR phosphatase, pNPP absorbance | inhibition, % at 13.3 µM | P51452 | 290,000 tested, 0.52% active; in the data active = inhibition above about 50%; also: some compounds called inactive have numbers as strong as hits
PriA SSB inh: K. pneumoniae PriA-SSBct interaction inhibition; AID 1272365; 430,000 tested, 0.6% active; inhibition, % at 33 µM; AlphaScreen SSBct-PriA binding, biotinylated peptide; in the data active = inhibition mostly above about 37%, no sharp cut-off; inactive = mostly below about 20%;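 also: plate controls were negative control peptide for no effect and reference peptide for full effect; strong numbers were not always called active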
TcdB inh: inhibitors of Clostridioides difficile toxin B glycohydrolase | P18177 | TcdB glycohydrolase enzymatic assay, plate reader | inhibition, % at 9.99 µM | 350,000 tested, 0.24% active | AID 652162; in the data active = inhibition above about 10%
CCHF vOTU inh: blocks the CCHF virus ovarian tumor domain protease; CCHFV vOTU protease, Pep-AMC fluorescence; inhibition, % at 11.5 µM; 370,000 tested, 0.55% active; in the data active = inhibition above about 30%; also: 0% = vehicle wells with enzyme and 100% = no enzyme wells
* = called active by the depositor; i = inactive; u = inconclusive; x = no result given. Rule as the data show it, unless noted: active = inhibition above about 30%; inconclusive = no clear call, values can overlap the other calls; inactive = below that.

1	O=C(O)C1CCCCC1C(=O)NCCCN1CCOCC1 (configuration not stated)
2	COC(=O)CNc1nc(-c2ccccc2F)nc2ccccc12
3	O=S(=O)(c1ccc2c(c1)OCCO2)N1CCN(Cc2ccc3c(c2)OCO3)CC1
4	CCOCCCNC(=O)C(c1ccc(OC)cc1)N(Cc1cccs1)C(=O)c1ccccn1 (configuration not stated)
5	CCCCCCCCc1nc(=S)[nH][nH]1
6	COCc1cc(CN2CCN(CCc3ccccc3)C(CCO)C2)ccc1OC (configuration not stated)
Screen / compound no.	1	2	3	4	5	6
Y pestis TopoI	-5	-9	17	2	8	-7
3CLpro inhibitor	3	0	-9	-1	1	-4
BoNT-A LC inh2	-0.3	0.2	0.9	-1.6	x	-2.9
PfHsp40 yeast	-0.3	1.7	-1.2	0.4	-0.4	1.4
Anthrax LF inh2	-1	-2	-1	1	x	-11
Vc quorum ag	-5.9	i	-0.4	0.5	-0.2	-0.4
DUSP3 inh	-4	1	-12	16	0	-2
PriA SSB inh	-17	-3	10	-4	-9	9
TcdB inh	x	x	x	1.8	x	0.8
CCHF vOTU inh	5	-6	4	5	2	1

7	O=C(O)CC(CC(=O)Nc1ccccc1C(=O)O)c1ccccc1 (configuration not stated)
8	Cc1ccc(NC(=O)NCc2ccccn2)cc1
9	C[C@H](NC(=O)c1ccco1)C(=O)Nc1ccc(C#N)cc1
10	COc1ccc(OC)c(-n2c(SCC(N)=O)nnc2-c2c[nH]c3ccccc23)c1
11	CSc1nc(O)c(/C=C2\C=Nc3ccccc32)[nH]1
12	O=c1[nH][nH]c2c1[C@H](c1ccc(F)cc1)O[C@H](CCC(F)(F)F)C2
Screen / compound no.	7	8	9	10	11	12
Y pestis TopoI	1	-1	0	7	-11	x
3CLpro inhibitor	-3	-2	1	-3	6	x
BoNT-A LC inh2	0.6	0.7	-1.1	-0.6	-0.2	0.5
PfHsp40 yeast	-0.3	-0.7	-0.2	-0.8	-0.6	x
Anthrax LF inh2	2	-1	-2	-1	1	-3
Vc quorum ag	-0.6	-0.5	i	-0.2	-0.1	x
DUSP3 inh	-13	-8	2	0	-5	x
PriA SSB inh	9	-1	4	1	x	x
TcdB inh	1.4	x	1.1	0.4	x	-2.3
CCHF vOTU inh	-3	-8	11	3	-1	15

13	CN(C)CCSc1nnc(-c2ccccc2)o1
14	Brc1ccc(/C=N/Nc2ncnc3c2cnn3Cc2ccccc2)cc1
15	Cc1onc(-c2c(Cl)cccc2Cl)c1C(=O)ONC(=O)c1cc(C(F)(F)F)cc(C(F)(F)F)c1
16	O=[N+]([O-])c1ccc2nc(-[n+]3c(-c4ccccc4)cc(-c4ccccc4)cc3-c3ccccc3)[nH]c2c1
17	Cc1cccc(N(C(=O)c2ccco2)C(C(=O)NC2CCCC2)c2ccco2)c1C (configuration not stated)
18	CCOC(=O)N1CCC(NC(=O)c2ccc(N3CCC4(CC3)OCCO4)c([N+](=O)[O-])c2)CC1
Screen / compound no.	13	14	15	16	17	18
Y pestis TopoI	0	3	-3	5	24	10
3CLpro inhibitor	3	1	-4	1	3	-4
BoNT-A LC inh2	1.0	-0.6	2.2	1.9	1.8	-0.7
PfHsp40 yeast	0.1	-0.1	0.8	1.2	-0.4	-0.8
Anthrax LF inh2	-2	-1	-3	1	3	1
Vc quorum ag	i	-0.8	0.8	-0.1	0.1	-0.2
DUSP3 inh	2	-12	18	-4	11	-2
PriA SSB inh	-8	x	-14	18	0	0
TcdB inh	x	x	0.7	x	-0.8	0.5
CCHF vOTU inh	-6	-5	1	x	4	-13

19	O=C(NCc1ccco1)c1ccc(-c2ccc3nccn3c2)cc1
20	CC(=O)Nc1ccc(S(=O)(=O)NNC(=O)c2cccc3ccccc23)cc1
21	COc1ccc(CCN2C(=S)N(C)C(=O)C2CC(=O)Nc2ccc(OC)cc2)cc1 (configuration not stated)
22	CC(Sc1ccsc1[N+](=O)[O-])C(=O)NCc1ccco1 (configuration not stated)
23	CCOCCCNC(=O)C(c1ccccc1)N(Cc1cccs1)C(=O)c1ccccc1O (configuration not stated)
24	O=c1c2ccccc2nc(-c2ccc(-c3ccccc3)cc2)n1-c1ccncc1
Screen / compound no.	19	20	21	22	23	24
Y pestis TopoI	6	-3	12	-6	2	13
3CLpro inhibitor	x	-2	6	5	6	1
BoNT-A LC inh2	0.3	1.0	0.3	0.3	0.5	-0.2
PfHsp40 yeast	x	-1.9	1.7	0.7	-0.1	341*
Anthrax LF inh2	-1	2	-7	0	1	-1
Vc quorum ag	2.2	-8.2	i	i	-0.6	-5.9
DUSP3 inh	x	23	28	13	3	0
PriA SSB inh	x	0	-2	9	-3	8
TcdB inh	0.7	x	1.5	0.2	2.0	0.1
CCHF vOTU inh	-2	1	2	11	-7	-5

25	COc1cnc(-c2ccccn2)nc1Oc1cccc(C(F)(F)F)c1
26	Cc1ccccc1-n1ncc(C(C)NS(=O)(=O)c2ccccc2Cl)c1C (configuration not stated)
27	CC(C)(C)C(=O)Nc1cccc(C(=O)c2cccc(NC(=O)C(C)(C)C)c2)c1
28	CCOC(=O)C(=O)N(C)c1c(CC)nc2c(OCc3ccccc3)cccn12
29	Cc1cc(C)cc(N2C(=O)CC(N3CCOCC3)C2=O)c1 (configuration not stated)
30	CCO/N=C(\C)c1c(O)c(CC)c(-c2ccccc2)n(-c2ccccc2)c1=O
Screen / compound no.	25	26	27	28	29	30
Y pestis TopoI	15	0	-8	3	6	-6
3CLpro inhibitor	-3	2	-3	x	-5	-6
BoNT-A LC inh2	-4.4	-2.2	-0.4	-0.1	-0.4	2.3
PfHsp40 yeast	7.1	-1.3	-0.8	x	-1.2	0.2
Anthrax LF inh2	-8	-3	0	-2	-3	1
Vc quorum ag	-0.9	0.7	1.0	i	i	x
DUSP3 inh	23	9	15	x	-4	-5
PriA SSB inh	x	-2	6	x	4	x
TcdB inh	1.8	-0.1	x	1.4	0.3	x
CCHF vOTU inh	12	9	-1	-7	-3	9

31	Cn1c(NC(=O)c2ccco2)c(-c2ccccc2)c(=O)c2ccccc21
32	O=C(O)c1ccc2cccc(O)c2n1
33	COCCN1C(=O)NC(=O)/C(=C\c2ccc(Br)cc2)C1=O
34	CCN(CC)S(=O)(=O)c1ccc(N2CCCC2)c(NC(=O)C2CSC3(C)CCC(=O)N23)c1 (configuration not stated)
35	CCOC(=O)c1c(-c2ccccc2)csc1NC(=O)c1nn(CC)cc1Br
36	COC(=O)c1ccc(NC(=S)NC(=O)c2c(Cl)cnn2C)cc1
Screen / compound no.	31	32	33	34	35	36
Y pestis TopoI	3	-3	-4	8	-1	-5
3CLpro inhibitor	5	3	-4	x	-3	-4
BoNT-A LC inh2	0.2	-8.0	-0.1	2.7	-0.5	0.1
PfHsp40 yeast	1.8	-0.2	-0.4	0.2	-0.8	0.8
Anthrax LF inh2	-3	-12	-1	0	-4	-2
Vc quorum ag	-1.7	i	-0.5	i	14	-0.2
DUSP3 inh	8	10	17	x	-19	1
PriA SSB inh	-13	-3	-1	3	-14	-1
TcdB inh	x	0.5	0.1	2.7	0.9	0.6
CCHF vOTU inh	3	-6	-13	4	-7	-6

37	COc1cc(/C=C/C(=O)OCC(=O)NCC2CCCCC2)ccc1O
38	CC1CCC2[C@@H](C)C(=O)OC3O[C@]4(C)CCC1C32OO4 (some centres not stated)
39	CN(Cc1ccccc1)C(=O)c1cccc(NC(=O)Cc2ccc(NC(=O)C3CCN(C(=O)C4CCC4)CC3)cc2)c1
40	COc1ccc(CC(=O)Nc2ccc(-c3noc(-c4ccccc4OC)n3)cc2)cc1
41	CCOC(=O)C1NN=C(C(=O)c2ccccc2)C1c1ccc(OC)cc1 (configuration not stated)
42	CCC(CC)C(=O)Nc1cccc(SC)c1
Screen / compound no.	37	38	39	40	41	42
Y pestis TopoI	11	3	26	13	4	x
3CLpro inhibitor	x	x	x	-6	2	5
BoNT-A LC inh2	3.8	-5.1	-0.4	u	-0.7	x
PfHsp40 yeast	0.8	110*	1.1	-1.3	1.2	x
Anthrax LF inh2	5	-2	-8	-2	6	x
Vc quorum ag	i	-0.2	i	i	1.5	x
DUSP3 inh	x	x	x	0	25	15
PriA SSB inh	-14	-7	-12	0	-6	x
TcdB inh	-1.0	0.0	0.4	x	0.8	0.8
CCHF vOTU inh	3	-8	3	4	-12	-8

43	Cc1ccc(C)c(C2=CSC3=NCCN23)c1
44	COc1ccc(NC(=O)Cc2nnc(SCC(=O)c3ccc(F)cc3)n2C)cc1
45	O=C(NC1CCCC1)C(c1cc2c(cc1[N+](=O)[O-])OCO2)N1CCCC1 (configuration not stated)
46	CN(/N=C/c1ccccc1)C(=S)c1ccccc1
47	CCc1nnc(NC(=O)OCc2ccccc2)s1
48	CC1(C)NC(=O)N(CCOCCOc2ccccc2)C1=O
Screen / compound no.	43	44	45	46	47	48
Y pestis TopoI	-13	2	-4	5	0	-3
3CLpro inhibitor	1	2	2	x	2	1
BoNT-A LC inh2	-0.7	-2.1	-0.6	-0.1	0.7	0.3
PfHsp40 yeast	-0.1	-0.2	1.6	1.9	-1.4	0.9
Anthrax LF inh2	4	-4	-10	6	3	2
Vc quorum ag	-2.8	-3.1	i	-0.4	-0.2	0.4
DUSP3 inh	15	7	-22	x	6	30
PriA SSB inh	-15	-5	1	x	-12	-19
TcdB inh	x	0.4	-0.3	0.8	x	-1.0
CCHF vOTU inh	2	-17	0	-2	-4	13

49	Cc1ccc(C)c(SCC(=O)NNC(=O)c2csc(N3CCOCC3)n2)c1
50	Cc1cccc(-n2nnnc2SCC(=O)c2cc(C)n(Cc3ccco3)c2C)c1
51	COc1ccc(C)cc1NC(=O)CN(Cc1nnc(-c2ccc(Cl)cc2)o1)C1CCCC1
52	Cc1ccc(/C=N/n2c(-c3cccc(Cl)c3)n[nH]c2=S)o1
Screen / compound no.	49	50	51	52
Y pestis TopoI	7	-3	25	3
3CLpro inhibitor	0	-6	0	1
BoNT-A LC inh2	-1.7	u	-0.4	0.5
PfHsp40 yeast	-0.3	-0.5	9.7	x
Anthrax LF inh2	0	0	-1	-5
Vc quorum ag	x	2.8	3.8	i
DUSP3 inh	19	10	-1	1
PriA SSB inh	-14	0	1	x
TcdB inh	1.2	x	x	0.1
CCHF vOTU inh	-3	5	8	-6

By substructure, the compounds so far with a furan ring, fused or not
9	C[C@H](NC(=O)c1ccco1)C(=O)Nc1ccc(C#N)cc1
17	Cc1cccc(N(C(=O)c2ccco2)C(C(=O)NC2CCCC2)c2ccco2)c1C (configuration not stated)
19	O=C(NCc1ccco1)c1ccc(-c2ccc3nccn3c2)cc1
22	CC(Sc1ccsc1[N+](=O)[O-])C(=O)NCc1ccco1 (configuration not stated)
31	Cn1c(NC(=O)c2ccco2)c(-c2ccccc2)c(=O)c2ccccc21
50	Cc1cccc(-n2nnnc2SCC(=O)c2cc(C)n(Cc3ccco3)c2C)c1
52	Cc1ccc(/C=N/n2c(-c3cccc(Cl)c3)n[nH]c2=S)o1
Screen / compound no.	9	17	19	22	31	50	52
Y pestis TopoI	0	24	6	-6	3	-3	3
3CLpro inhibitor	1	3	x	5	5	-6	1
BoNT-A LC inh2	-1.1	1.8	0.3	0.3	0.2	u	0.5
PfHsp40 yeast	-0.2	-0.4	x	0.7	1.8	-0.5	x
Anthrax LF inh2	-2	3	-1	0	-3	0	-5
Vc quorum ag	i	0.1	2.2	i	-1.7	2.8	i
DUSP3 inh	2	11	x	13	8	10	1
PriA SSB inh	4	0	x	9	-13	0	x
TcdB inh	1.1	-0.8	0.7	0.2	x	x	0.1
CCHF vOTU inh	11	4	-2	11	3	5	-6

Some of the compounds tested, so the mix of outcomes need not match the whole.
